HIF-2a inh: HIF-2a inhibition; AID 624352; inhibition, % at 18.8 µM; actives 0.72% (n = 360,000); 786-0 RCC cells HIF-2a reporter, luciferase luminescence, overnight;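 active = inhibition of the luminescence signal of 40% or more relative to plate controls, in a single-dose primary screen at 18.75 µM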
iPSC survival up: hiPSC single-cell survival enhancement. ATPlite luminescence; 100% = ROCK inhibitor wells, 0% = DMSO. survival enhancement, % at 20 µM. actives 0.044% (n = 360,000); in the data active = survival enhancement above about 18%;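 note: cells exposed to compounds for 16 hours before the ATP read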
HTR2A ag: activates the mouse 5-HT2A serotonin receptor; P35363; CHO-K1 mHTR2A beta-arrestin complementation, luminescence; percent of 30 µM serotonin response; activation, % at 7.6 µM; actives 0.66% (n = 360,000); AID 624169;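 active = activation above a run cutoff, the mean activation of all tested compounds plus 3 SD, cut at about 14% in these data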;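 note: 0% = plate median of compound wells and 100% = 30 µM serotonin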
TRPM1 prom inh: inhibitors of MITF-driven TRPM1 promoter in melanoma cells. SK-MEL-5 TRPM1 promoter luciferase, 24 h. inhibition, % at 12.5 µM. actives 0.83% (n = 330,000);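 active = mean inhibition across replicates of 60% or more, whatever share of single replicates reaches that level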; note: values of inactives mirror those of a sister screen read the other way
Peg3 prom inh: inhibitors of Peg3 promoter; inhibition, % at 20 µM; HeLa PEG-Prom luciferase reporter, luminescence, overnight; actives 1.7% (n = 360,000);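 active = inhibition of at least 50% at 20 µM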
NR2E3 ag-1: NR2E3 (human) agonism; AID 2300; GST-NR2E3/biotin-RetCOR TR-FRET, 1536-well; Q9Y5X4; actives 0.12% (n = 320,000); inhibition of corepressor binding, % at 4.78 µM;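 active = percent inhibition above the cutoff of mean plus 3 SD of all tested compounds, set per screening campaign, cut at about 20% in these data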;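 note: 0% = DMSO wells and 100% = biotin wells as full block of FRET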
Target sequence (Q9Y5X4 whole entry, looked up): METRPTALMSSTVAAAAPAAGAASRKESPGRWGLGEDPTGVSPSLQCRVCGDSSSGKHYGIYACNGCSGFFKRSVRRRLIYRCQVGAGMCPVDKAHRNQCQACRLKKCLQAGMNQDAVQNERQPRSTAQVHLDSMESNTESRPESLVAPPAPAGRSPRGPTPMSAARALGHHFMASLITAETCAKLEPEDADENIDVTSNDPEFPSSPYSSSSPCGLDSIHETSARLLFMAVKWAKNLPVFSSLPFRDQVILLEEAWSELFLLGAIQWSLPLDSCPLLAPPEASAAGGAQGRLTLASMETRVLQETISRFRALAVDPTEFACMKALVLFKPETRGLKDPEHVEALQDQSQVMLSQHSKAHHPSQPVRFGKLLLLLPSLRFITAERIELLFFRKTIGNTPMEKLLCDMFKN
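Format: 1536-well format; test system: GST-NR2E3 and biotin-RetCOR proteins; read-out basis: percent inhibition of TR-FRET ratio; timing: 5 h incubation at 4 °C; detection: time-resolved FRET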
Shn3 3UTR inh: reduces Shn3 3'UTR luciferase signal in osteoblasts | Clone20 osteoblast Shn3 3'UTR firefly luciferase, 24 h | inhibition, % at 12.5 µM | actives 0.52% (n = 360,000);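 active = mean inhibition of at least 75% with every replicate also reaching 75%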;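 note: 0% = median of neutral control wells and 100% = pilot-screen positive control compound; some compounds past the cut are filed as inactive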
NR2E3 ag-2: agonists of human NR2E3 nuclear receptor | CHO-S Gal4-NCOR/VP16-NR2E3 two-hybrid, luciferase | inhibition of corepressor binding, % at 3.98 µM | actives 0.35% (n = 360,000) | AID 602229;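 active = inhibition above the mean of all tested compounds plus 3 SD, cut at about 70% in these data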;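 note: 0% = DMSO with NR2E3 transfected cells and 100% = cells lacking NR2E3 construct; higher means lower luciferase signal from less NR2E3 corepressor binding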
CaV13 FRET inh: Primary screen for inhibitors of IQ motif and Ca2+-dependent inactivation inhibitor domain binding in CACNA1D, Förster resonance energy transfer in living cells, …; HEK cells, CFP/YFP FRET ICDI-IQ, plate reader, 10 min; percent FRET-ratio fall versus neutral wells; inhibition, % at 12.3 µM; actives 0.098% (n = 340,000); AID 743397;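 active = mean replicate inhibition of at least 30% and at least 1% of replicates passing that level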;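 note: 0% = median of the neutral control wells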
H9c2 protect: protects H9c2 cardiomyocytes from peroxide injury. H2O2 injury protection, ATPLite, 2 h. protection from H2O2 cell death, % at 20 µM. actives 0.63% (n = 360,000). AID 588492;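 active = compounds giving at least 50% protection of heart cells from peroxide-induced death in the single-dose screen, raw or plate-pattern-corrected value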;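 note: 0% = DMSO wells with peroxide and 100% = DMSO wells without peroxide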
PDI inh: PDI (human) enzyme inhibition; PDI insulin aggregation turbidity, A650, 90 min; inhibition, % at 10 µM; actives 0.052% (n = 350,000); AID 588391;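 active = mean inhibition across replicates of 30% or more, whatever share of single replicates reach that level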;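 note: absorbance from insulin aggregation driven by PDI reduction with DTT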
Target sequence (P07237 whole entry, looked up): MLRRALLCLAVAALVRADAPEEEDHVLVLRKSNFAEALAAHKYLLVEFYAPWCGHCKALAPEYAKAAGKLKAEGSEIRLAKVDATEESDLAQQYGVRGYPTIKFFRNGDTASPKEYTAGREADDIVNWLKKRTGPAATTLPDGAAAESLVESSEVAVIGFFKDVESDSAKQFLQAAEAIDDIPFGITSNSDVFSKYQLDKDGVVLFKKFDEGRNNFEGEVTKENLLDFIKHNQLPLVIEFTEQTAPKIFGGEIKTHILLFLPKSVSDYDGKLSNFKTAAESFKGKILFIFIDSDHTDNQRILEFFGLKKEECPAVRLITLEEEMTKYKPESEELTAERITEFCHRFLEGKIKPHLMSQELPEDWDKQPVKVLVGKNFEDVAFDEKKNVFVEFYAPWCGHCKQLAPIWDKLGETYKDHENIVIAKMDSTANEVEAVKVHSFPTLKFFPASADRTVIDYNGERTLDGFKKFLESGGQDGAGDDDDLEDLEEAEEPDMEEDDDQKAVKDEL
The depositor's hits bear a star; / = no result given; & = joins results of further samples. Random draw from the library; about 3.9% have a hit in one of these screens.

SMILES | HIF-2a inh | iPSC survival up | HTR2A ag | TRPM1 prom inh | Peg3 prom inh | NR2E3 ag-1 | Shn3 3UTR inh | NR2E3 ag-2 | CaV13 FRET inh | H9c2 protect | PDI inh
CC(C)OCC(O)CS(=O)(=O)Cc1ccccc1 (configuration not stated) | 2 | 0.2 | 4 | -7 | -1 | -5 | 17 | -9 | -6 | 5 | 0
O=C(Nc1ncccn1)c1ccc([N+](=O)[O-])cc1Cl | 15 | 0.3 | 0 | -12 | 4 | 2 | 4 | -1 | -3 | -4 | 2
O=C(CCn1nnc(-c2cccs2)n1)NCc1ccccc1Cl | -8 | 0.4 | -3 | -12 | -11 | -3 | -9 | -2 | -8 | -3 | -3
CC(=O)c1c(C)oc2ccc(O)c(CN3CCOCC3)c12 | 6 | -2.5 | -1 | 5 | 11 | -3 | -10 | -1 | -5 | 14 | -3
COc1cc(C(=O)N(C)CCOc2ccc(C)cc2)ccc1OC1CCN(C(C)=O)CC1 | -2 | 0.1 | -2 | 4 | -19 | 3 | -13 | -5 | -21 | 0 | -1
Cc1cc(=O)c2c(=O)[nH][nH]c2[nH]1 | 6 | -0.9 | 3 | / | -1 | / | -14 | 1 | -6 | 3 | 8
Cc1ccc(CNC(=O)C2CCC(=O)N(C3CCCC3)C2)c(F)c1F (configuration not stated) | -4 | -0.2 | -6 | -2 | 9 | 0 | -7 | -9 | -2 | 6 | -1
C=CCn1c(SCC(=O)/C(C#N)=C(\C)N)nc2sc(CC)cc2c1=O | 10&11 | -1.8&-0.6 | 2&2 | -2&-21 | 26&13 | 3 | 15&38 | -8&-9 | -6 | -9&-2 | -5&-2
COc1nc(-c2ccccc2)ccc1-c1noc(COc2ccccc2)n1 | -78 | 0.8 | 1 | -6 | -32 | 4 | -1 | -52 | -4 | -14 | 19
CN(CC(=O)Nc1ccc(F)c(F)c1)S(=O)(=O)c1cccc2nsnc12 | 27 | -2.1 | 1 | 7 | 28 | 0 | 20 | 0 | -4 | -1 | -4
O=C(/C=C/c1ccccc1[N+](=O)[O-])N1CCN(C(=O)c2ccco2)CC1 | 4 | -0.4 | 10 | 12 | 47 | 4 | -19 | -24 | -2 | 0 | -1
CCCn1c(NCc2ccccc2NS(=O)(=O)c2ccc(C)cc2)nc2ccccc21 | 7 | -1.3 | 0 | 14 | 29 | -2 | 22 | -25 | -3 | -11 | 2
O=C(NCc1ccco1)c1ccc(N2CCCC2=O)cc1 | -51 | -0.5 | 1 | -18 | -31 | 1 | -3 | -11 | -2 | -5 | -2
O=C(CCl)c1ccc(Cc2ncc(C(F)(F)F)cc2Cl)s1 | 12 | -2.0 | -5 | 22 | 61* | -4 | 24 | -16 | -1 | -16 | 5
COc1cc(C(C)=O)ccc1OC(=O)CN1C(=O)c2ccccc2C1=O | 17 | 0.1 | -6 | 3 | 15 | / | 2 | 13 | -4 | 1 | -2
COc1ccc(-c2nc(SCC(=O)Nc3cc(C)on3)n[nH]2)cc1 | -39 | 3.1 | 2 | -12 | -22 | 1 | -12 | -34 | / | 9 | -6
C/C(=N\NC(=O)COc1ccc(C)cc1[N+](=O)[O-])c1ccc2c(c1)OCCO2 | -128 | 2.4 | -9 | -8 | -39 | 0 | -4 | -29 | -6 | -6 | 1
CCN=C1SC(C(=O)Nc2cccc(Cl)c2)CC(=O)N1CC (configuration not stated) | 13 | 0.1 | 2 | 4 | 20 | 0 | 4 | -7 | -6 | 2 | -2
CCOC(=O)N1CCN(C(=O)CN(C2CCCCC2)S(C)(=O)=O)CC1 | 10 | 2.7 | 7 | 4 | 6 | -3 | -13 | 12 | -4 | -2 | 6
C=CCn1c(SCc2nc3ccccc3[nH]2)nnc1-c1ccc(OC)cc1 | 15 | -1.0 | -2 | 10 | 15 | -2 | 27 | 4 | / | -2 | 1

The last 2 compounds of the section before open the next one:
SMILES | HIF-2a inh | iPSC survival up | HTR2A ag | TRPM1 prom inh | Peg3 prom inh | NR2E3 ag-1 | Shn3 3UTR inh | NR2E3 ag-2 | CaV13 FRET inh | H9c2 protect | PDI inh
CCOC(=O)N1CCN(C(=O)CN(C2CCCCC2)S(C)(=O)=O)CC1 | 10 | 2.7 | 7 | 4 | 6 | -3 | -13 | 12 | -4 | -2 | 6
C=CCn1c(SCc2nc3ccccc3[nH]2)nnc1-c1ccc(OC)cc1 | 15 | -1.0 | -2 | 10 | 15 | -2 | 27 | 4 | / | -2 | 1
O=C(COC(=O)c1c2c(nc3ccccc13)CCCCC2)NCc1ccc2c(c1)OCO2 | 8 | -1.2 | -5 | -2 | 43 | -2 | 17 | -28 | -4 | 2 | -11
O=C(c1ccc(NS(=O)(=O)c2cccc(F)c2)cc1)N1CCCCC1 | 16 | -0.3 | 6 | 15 | 30 | -1 | 11 | 8 | -10 | -3 | -6
CC(C)Cc1nnc(NC(=O)CC(C)c2ccccc2)s1 (configuration not stated) | -2 | 0.4 | 0 | 6 | -5 | 0 | -15 | -13 | 8 | -1 | -1
COc1cc(CC(NC(C)=O)C(=O)NC2CCN(c3nc(C)cc(C)c3C#N)CC2)cc(OC)c1 (configuration not stated) | 1 | 1.1 | 1 | 9 | 2 | 0 | -18 | 2 | / | 5 | 4
CC1CN(C(=O)C(C)N2CCN(c3cccc(Cl)c3)CC2)CC(C)O1 (configuration not stated) | 9 | 4.2 | -2 | -4 | 15 | -3 | -7 | -29 | -4 | 2 | -4
COC(=O)c1sccc1NC(=S)N1CCN(c2cc(C)ccc2C)CC1 | 18 | -1.9 | 3 | 0 | 18 | -2 | 29 | -5 | -4 | -10 | -7
CC(C)N(c1ccccc1)c1ccc(NC(=O)C2CCCO2)cc1 (configuration not stated) | 17 | -1.2 | -6 | 2 | 3 | 1 | 1 | 0 | -4 | 0 | 0
COc1ccc(OC)c(S(=O)(=O)N2CCC(C(=O)Nc3ccc(C)c(C)c3)CC2)c1 | 18 | -0.5 | 7 | 11 | 28 | -1 | 48 | 8 | -4 | 37 | 7
Cc1ccccc1/C=C/c1cc[n+](C)cc1 | 20 | 0.9 | -1 | -9 | 8 | 1 | -11 | -9 | 4 | -4 | 4
Cc1cc(NC(=O)COC(=O)c2cccc(O)c2)no1 | 18 | 1.0 | 7 | 9 | 7 | -1 | -5 | -17 | -5 | -4 | -10
Cc1cccc(CNc2ncnc3[nH]ncc23)c1 | 16 | -0.5 | -2 | -20 | 8 | / | 15 | 20 | -7 | 0 | -7
CCc1ccc2c(CN(C)Cc3ccccc3OC)cc(=O)oc2c1 | -106 | -0.5 | 0 | -32 | -74 | -2 | -10 | -21 | -4 | -11 | 8
O=C(NCc1ccccc1Br)c1cccs1 | -22 | -0.1 | 8 | / | -16 | / | 2 | -34 | -7 | -4 | -7
CCOC(=O)c1c(NC(=O)C2=C(C)NC(=S)NC2c2ccc(C)cc2)sc(C)c1C (configuration not stated) | 13 | -1.6 | 5 | 7 | 5 | -3 | 16 | -18 | -5 | -1 | 4
O=C(NCC1CCCO1)C1CCC(=O)N1Cc1ccccc1Cl (configuration not stated) | -9 | -3.1 | 7 | -13 | 10 | -4 | 17 | 1 | / | -16 | 8
CC(=O)c1ccc(NC(=O)CSc2ccc(-c3ccc(-n4cccn4)cc3)nn2)cc1 | -41 | 0.0 | 1 | -25 | -55 | 3 | -44 | -18 | -14 | 11 | -8
COCCn1c(Cc2cccn2C)nnc1SCC(=O)NCc1ccc2c(c1)OCO2 | 6 | -1.1 | 9 | 6 | 8 | 3 | 16 | -17 | -4 | 4 | 0
Cn1cnnc1SCC(=O)Nc1ccc2ccccc2c1 | -85 | -3.2 | -3 | -22 | -50 | 5 | -28 | -39 | -2 | 6 | -11
O=C(Nc1ccccn1)c1ccc(Cl)c(S(=O)(=O)N2CCOCC2)c1 | -7 | 0.7 | 4 | 6 | -7 | 1 | -7 | -4 | -6 | -1 | -5
Oc1ccc(/C=N/N2CCCCC2)c(O)c1 | -77 | 0.6 | 3 | -55 | -161 | -3 | -32 | 0 | -3 | -10 | 20
CC(=O)NCC(=O)OCC(=O)c1ccc(C)c(C)c1 | 22 | -1.8 | 2 | 1 | -7 | 3 | 6 | -8 | -8 | 6 | 0
CN(C)S(=O)(=O)c1ccc(Cl)c(NC(=O)COC(=O)/C=C/c2cnc3ccccc3n2)c1 | -19 | 1.1 | -1 | 2 | -7 | 1 | -20 | 2 | -4 | 8 | -3
CC1(C(=O)NS(=O)(=O)Cc2cccc(Cl)c2)CCN1C(=O)CCc1cccs1 (configuration not stated) | 9 | 1.2 | 2 | / | 0 | / | -4 | -10 | -4 | 4 | -9
CCO/C=C1/C(=O)N(CC)c2ccccc21 | 3 | -0.8 | 3 | 4 | -11 | -2 | -4 | -5 | -5 | 13 | -1
Cc1ccc(S(=O)(=O)N2CCC[C@H]2C(=O)OCc2nc3ccccc3s2)cc1 | -8 | 0.8 | -3 | 4 | -6 | / | -8 | -36 | -6 | 2 | -7
O=C1c2cccc3c(N4CCCCC4)ccc(c23)C(=O)N1c1ccccn1 | -12 | 4.8 | -2 | 4 | -29 | 2 | 2 | -1 | -10 | 3 | 4
CCCc1cc(C(=O)Nc2cc(Br)ccc2O)no1 | -209 | -2.3 | 9 | / | -186 | 2 | -68 | -21 | -10 | -20 | /
CC1Cc2cc(/C(O)=C3/C(=O)C(=O)N(Cc4ccncc4)C3c3ccc(N(C)C)cc3)ccc2O1 (configuration not stated) | 21 | 1.7 | -2 | 14 | 7 | -1 | -8 | -15 | -3 | 0 | -11
COc1cc(OC)c(-c2nc3ccccc3s2)cc1OC | -99 | -0.1 | 1 | 0 | -64 | 2 | 20 | -1 | -5 | 7 | 4
CCc1ccc(C(=O)NCC2(c3ccccc3)CCOCC2)o1 | -196 | 1.5 | 12 | -68 | -185 | / | -62 | -4 | -6 | -3 | -7
c1ccc(-c2cc3nc(NCc4cccs4)nc(NCc4ccc5occc5c4)c3s2)cc1 | -95 | -1.9 | -5 | / | 64* | / | 30 | -10 | -10 | -5 | -3
CCN(c1ccccc1)S(=O)(=O)c1ccc(C(=O)NCc2ccco2)cc1 | -2 | -0.1 | -5 | 12 | 16 | / | -37 | -37 | / | 0 | -10
COc1ccccc1CN1CCNC(=O)C1CC(=O)NCCc1cnccn1 (configuration not stated) | 13 | 1.2 | 1 | -4 | -12 | -1 | 0 | 10 | -6 | 5 | 6
CCOc1ccccc1N1CCN(C(=O)c2c(C)noc2C)CC1 | 19 | 6.3 | 6 | -6 | 5 | 0 | 11 | 8 | / | 8 | -14
CCOCCCN(C)C1CCN(C(=O)c2oc3ccccc3c2NC(=O)COc2ccc(F)cc2)CC1 | 1 | -0.5 | -1 | -21 | 13 | -2 | -18 | -9 | -7 | 5 | -1
Cc1ccc(C2(c3ccccc3)NC(=O)N(CC(=O)NC3(C#N)CCCC3)C2=O)cc1C (configuration not stated) | 10 | 1.2 | -7 | 8 | 14 | -3 | 17 | 16 | -2 | -1 | 7

Compound activity deposited in PubChem BioAssay by several laboratories.
